Screening data: PubChem, National Center for Advancing Translational Sciences (NCATS)
FLuc counter – inhibits or activates purified firefly luciferase, miR-21 counter-screen; P08659; purified FLuc, Km substrates, luminescence inhibition; Potency, µM (series often up to 57.5 µM), for the others: top-dose activity change, negative = inhibition, usual class: inhibitors; actives 6.9% (n = 360,000); AID 588342;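 note: potency is the fitted concentration of half-maximal effect; plate controls were vehicle for no effect and reference inhibitor for full effect; nearly all actives have a fitted effect of over 55% in size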
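Purified P. pyralis luciferase (10nM final) with 10uM D-luciferin and 10uM ATP (Km levels) in 50mM Tris acetate pH 7.5, 10mM Mg acetate, 0.01% Tween-20, 0.05% BSA; qHTS 6-point titration, ~60 µM downward; luminescence read.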
Rab9 promoter act – activates the Rab9 promoter. Huh7 Rab9 promoter-luciferase reporter, luminescence, 24 h. Potency, µM (top dose mostly 9.22 µM), for the others: at the top dose activation, negative = inhibition, most hits filed as activators. actives 2.8% (n = 320,000); note: potency is the fitted concentration of half-maximal effect; % of control where 0% means no effect; nearly all actives have a fitted effect of over 60% in size
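Cells were plated at 1500 per well in reduced-serum medium with 10% FBS and left 2 h. Compound in DMSO was then added for 24 h at 37 °C. Reporter signal was read by luminescence after 10 min with luciferase detection reagent.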
ELG1 genotox – genotoxicity induction in ELG1-luciferase HEK293T cells. HEK293T ELG1-luciferase reporter, luminescence, 16 h. Potency, µM (doses to about 46 µM), for the others: at the highest dose activity change, positive = activation, actives largely listed as activators. actives 1.3% (n = 330,000); note: potency is the fitted concentration of half-maximal effect; % of control where 0% means no effect; nearly all actives have a fitted effect of over 60% in size
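Cells (2,000/well) expressing the ELG1-luciferase fusion are dosed by pin tool and kept 16 hr at 37 °C, 5% CO2. Signal comes from ONE-Glo luciferase reagent after 30 min at room temperature.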
RORgamma inh – inhibitors of mouse ROR gamma transcriptional activity; Drosophila S2 Gal4-RORgamma UAS-luciferase reporter, 20 h; Potency, µM (titrated, usually from 53.6 µM), without a hit: at the highest dose activity change, negative = inhibition, hits mostly inhibitors; actives 5.4% (n = 310,000); AID 2551; note: potency is the fitted concentration of half-maximal effect; % is set by controls: 0 for no effect and ±100 for the full control effect; nearly all actives have a fitted effect of over 60% in size
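Drosophila S2 cells stably expressing Gal4-DBD/mouse RORγ fusion under metallothionein promoter plus UAS-luciferase; compound 1 h, then 700 uM CuSO4 induction for 20 h at ambient temperature; inhibition read as reduced luminescence.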
VP16 counter – Gal4-VP16 reporter inhibition counter-screen. Drosophila S2 Gal4-VP16 UAS-luciferase, luminescence, 20 h. Potency, µM (series often up to 53.6 µM), for the others: top-dose activity, negative = inhibition, hits mostly inhibitors. actives 3.5% (n = 310,000). AID 2546;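 note: Gal4-VP16 expression switched on by copper sulfate through the metallothionein promoter; potency is the fitted concentration of half-maximal effect; % is set by controls: 0 for no effect and ±100 for the full control effect; nearly all actives have a fitted effect of over 50% in size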
TRPV1 ag – activates the human vanilloid receptor TRPV1. TRPV1-expressing cells, Fluo-8 calcium influx, agonist mode. activation, % at 8.33 µM. actives 0.19% (n = 320,000). Q8NER1; in the data active = activation above about 80%; inconclusive = between about 30% and that limit; note: 0% is about no effect
Target sequence (Q8NER1 whole entry, looked up): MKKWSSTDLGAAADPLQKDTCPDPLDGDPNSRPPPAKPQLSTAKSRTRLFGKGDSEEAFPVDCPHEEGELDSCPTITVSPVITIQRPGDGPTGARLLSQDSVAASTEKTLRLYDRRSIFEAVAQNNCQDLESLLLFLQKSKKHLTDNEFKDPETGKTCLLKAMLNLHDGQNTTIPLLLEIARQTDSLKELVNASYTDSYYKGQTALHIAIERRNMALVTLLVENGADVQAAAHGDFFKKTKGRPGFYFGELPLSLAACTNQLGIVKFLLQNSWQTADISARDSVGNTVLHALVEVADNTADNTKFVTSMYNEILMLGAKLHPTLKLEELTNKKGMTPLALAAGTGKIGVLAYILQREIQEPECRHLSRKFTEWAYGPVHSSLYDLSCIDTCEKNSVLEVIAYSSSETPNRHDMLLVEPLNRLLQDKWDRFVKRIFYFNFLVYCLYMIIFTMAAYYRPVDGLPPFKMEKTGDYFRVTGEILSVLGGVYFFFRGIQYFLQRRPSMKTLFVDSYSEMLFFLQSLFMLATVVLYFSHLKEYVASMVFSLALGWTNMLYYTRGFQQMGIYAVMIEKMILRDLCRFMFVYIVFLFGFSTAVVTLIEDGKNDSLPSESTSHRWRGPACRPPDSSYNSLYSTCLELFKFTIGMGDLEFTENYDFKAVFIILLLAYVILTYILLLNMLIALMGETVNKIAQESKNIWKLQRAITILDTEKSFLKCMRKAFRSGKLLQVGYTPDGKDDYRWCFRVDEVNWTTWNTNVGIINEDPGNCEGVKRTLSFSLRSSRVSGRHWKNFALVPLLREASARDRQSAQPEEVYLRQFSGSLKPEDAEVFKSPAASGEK
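TRPV1-expressing cells were cultured overnight at 35.5C and loaded with Fluo-8 calcium dye for 40 to 90 min at room temperature. After a 10 s baseline, compound was added and calcium influx was read kinetically for 3 min (ex 480/em 520 nm).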
BRCA1 expr act – BRCA1 expression activation; MCF7-BRCA1-FFLuc reporter, luminescence, 48 h; response scale: scaled: vehicle 0%, 10 µM genistein 100%; Potency, µM (highest dose often 46.1 µM), inactives show top-dose activation, usual class: activators; actives 1.1% (n = 380,000); note: potency is the fitted concentration of half-maximal effect; nearly all actives have a fitted effect of over 80% in size; some results filed as inactive show a strong effect at the top dose
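Luminescence from a BRCA1-driven firefly luciferase in MCF7 cells was read after 48 h compound exposure at 37 C. Data normalized against DMSO and a 10microM genistein activation control, then curve-fitted across the titration.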
NPC1 promoter act – NPC1 promoter activation | Huh7 NPC1 promoter luciferase reporter, 24 h | Potency, µM (doses to about 9.22 µM), inactives show top-dose activation, actives largely listed as activators | actives 2.4% (n = 320,000);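 note: potency is the fitted concentration of half-maximal effect; % of control where 0% means no effect; nearly all actives have a fitted effect of over 60% in size; reporter is driven by a mutant NPC1 promoter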
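Stable NPC1-promoter luciferase Huh7 line; cpd (DMSO) 24 h, 37 °C, 5% CO2; Amplite luciferase reagent 10 min RT; luminescence readout. qHTS format.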
ELG1 repair inh – blocks ELG1-dependent DNA repair in HEK293T cells | actives 2.3% (n = 330,000) | HEK293T ELG1-luciferase reporter, luminescence, 16 h; DNA damage induced by 5-fluorouridine | Potency, µM (series often up to 46.1 µM), without a hit: at the top dose activity change, negative = inhibition, most hits filed as inhibitors; note: potency is the fitted concentration of half-maximal effect; % is set by controls: 0 for no effect and ±100 for the full control effect; nearly all actives have a fitted effect of over 55% in size
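5-Fluorouridine DNA damage + compound/DMSO, 2,000 cells/well, 16 h, 37 °C/5% CO2. ONE-Glo, 30 min RT, luminescence. Readout = decrease in reporter signal.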
Tb PFK block – T. brucei PFK enzyme inhibition. AID 485367. Potency, µM (doses to about 57.5 µM), without a hit: top-dose activity, negative = inhibition, most hits filed as inhibitors. actives 0.17% (n = 330,000). O15648. T. brucei PFK, ADP-Glo luminescence;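 note: potency is the fitted concentration of half-maximal effect; 0% = uninhibited 1x PFK enzyme wells and -100% = no-enzyme wells; nearly all actives have a fitted effect of over 60% in size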
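PFK 1.25 nM, F6P 0.5 mM, ATP 0.1 mM, 0.1 M TEA pH 8.0, 5 mM MgCl2, 0.01% Tween20, 0.1% BSA; 45 min RT. ADP-Glo readout. qHTS titration up to 57 uM; curves fitted, compounds curve-classed.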
p53 reactivator – mutant p53 re-activation in reporter cells | Potency, µM (highest dose often 92.2 µM), for the others: at the top dose activity change, positive = activation, usual class: activators | actives 0.063% (n = 320,000) | AID 504706 | H1299 p53-A138V BP100-luciferase reporter, luminescence, 24 h; note: potency is the fitted concentration of half-maximal effect; % of control where 0% means no effect; nearly all actives have a fitted effect of over 45% in size
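p53-null H1299 cells stably carrying temperature-sensitive p53-A138V and a BP100-luciferase reporter were pinned with compounds (4-point, 1:5 series) and held 24 hrs at 37 deg C. Luminescence was read 10 min after detection reagent.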
An asterisk follows results filed as active; ? = inconclusive; . = no result given; [ ] = dose if it differs, or a comment. Unless noted, calls come from the whole dose curve; as a rule, active = well fitted curve in the direction sought with a large enough effect; inconclusive = small, poorly fitted or top-dose-only effect, or another doubt; inactive = no such curve, though single readings can be large; an effect the other way counts as inactive or inconclusive. Rows are unselected. About 15% of those tested had a hit in this group.

SMILES | FLuc counter | Rab9 promoter act | ELG1 genotox | RORgamma inh | VP16 counter | TRPV1 ag | BRCA1 expr act | NPC1 promoter act | ELG1 repair inh | Tb PFK block | p53 reactivator
COCC1CCCCN1Cc1cn(-c2ccccc2)nc1-c1ccc2c(c1)OCO2 (centres undefined) | -18.9% | -2.8% | -5.3% | -14.2% | 4.0% | 5.9 | -26.7% | -0.2% | 4.3% | 3.4% | -2.4%
Cc1sc2ncn(CC(=O)NCCCC(=O)N3CCN(c4ccccn4)CC3)c(=O)c2c1C | -2.3% | -2.5% | -4.7% | 0.1% | -21.1% | -6.2 | 5.0% | -0.2% | -27.4% | -0.2% | -0.1%
CC(=O)c1cnc2nc(SCc3ccc(C)cc3)nn2c1C | -6.9% | 4.0% | 0.1% | -10.6%[1.91 µM] | 27.5% | 3.6 | 23.9% | -2.7% | 1.5% | 2.1% | .
COc1ccccc1CC(=O)NC1CC1 | -1.6% | 0.2% | -4.2% | -18.9% | 5.3% | 1.2 | -1.8% | -0.9% | -5.3% | -4.2% | 1.8%
COc1ccc(C(C(=O)NC2CCCC2)N(C(=O)c2ccoc2C)c2ccc(C)cc2)cc1 (centres undefined) | 5.2% | -12.0% | -1.6% | ? | 6.5% | ? | -29.2% | 0.4% | -5.7% | 1.7% | -10.0%
Cc1cccn2c(=O)nc(SCC(=O)N3CCC(Cc4ccccc4)CC3)nc12 | 3.3% | -2.4% | -6.1% | . | . | -1.9 | 10.7% | -1.1% | -21.5% | -2.3% | -4.2%
CCc1ccc(S(=O)(=O)N/N=C(/C)c2ccncc2)cc1 | 2.6% | -4.2% | 1.1% | 22.0% | 6.5% | 1.1 | -1.9% | 5.1% | -7.7% | 0.3% | -1.5%
CN(C1CCCCC1)S(=O)(=O)c1ccc(S(=O)(=O)N2CCN(CCC#N)CC2)cc1 | 1.4% | 0.4% | 0.2% | -3.6% | -2.2% | 3.6 | -0.1% | -2.5% | 2.2% | 5.3% | -5.8%
CS(=O)(=O)N(CC(=O)Nc1ccccc1C(=O)N1CCOCC1)c1cccc(F)c1 | 4.8% | 1.7% | 6.2% | 0.4% | -4.8% | -2.6 | -9.7% | 1.9% | 2.6% | -1.0% | 21.0%
CC(C)(C)c1ccc(C(CC(=O)O)NC(=O)CCCc2ccccc2)cc1 (centres undefined) | ? | -3.2% | -0.4% | 1.8% | -7.4% | 2.2 | 7.4% | -2.7% | 9.5% | 2.0% | -3.4%
COc1ccc(OCC(=O)Nc2ccc3c(c2)nc(CN2CCN(C(C)=O)CC2)n3C)cc1 | 2.9% | -2.9% | -3.0% | -1.8% | 3.1% | -0.8 | -7.4% | 0.8% | 0.0% | -8.4% | -4.3%
COc1ccccc1CN1CC(C(=O)NCCc2ccc(Cl)cc2)CC1=O (centres undefined) | -1.0% | 3.5% | -0.3% | 22.3% | -3.6% | 5.8 | 0.0% | 2.0% | 11.6% | 0.7% | 0.0%
Cc1ccc(S(=O)(=O)NNC(=O)Nc2ccc(Cl)cc2)cc1 | -0.3% | -2.8% | 10.7% | -10.0% | -26.3% | 7.2 | -13.0% | 0.1% | 4.3% | 12.4% | 2.2%
Cc1cccc(C)c1NC(=O)CSc1ccc([N+](=O)[O-])cn1 | 4.5% | -4.4% | -0.6% | -10.8% | -2.4% | 0.7 | -8.9% | -1.5% | -3.5% | -12.3% | -9.9%
CC(C)(C)OC(=O)N1CCCN(C(=O)c2ccc(Cl)cc2)CC1 | 0.8% | -4.1% | -4.2% | -4.0% | 3.3% | -4.7 | -3.0% | -3.3% | 2.8% | -1.0% | -5.7%
CCN(Cc1ccncc1)Cc1cn[nH]c1-c1ccc(OC)cc1F | 0.8% | -7.8% | -5.7% | 24.3% | 3.8% | -2.0 | -23.3% | -4.3% | -19.7% | -1.9% | -1.0%
CC(C)NC(=O)Cn1c(SCC(=O)N2CCCCCC2)nc2ccccc21 | 0.0% | 0.6% | 1.9% | -0.5% | ? | 3.8 | -20.6% | 4.3% | -12.3% | 6.7% | -3.4%
O=S(=O)(NCCC1=CCCCC1)c1c(Cl)cccc1Cl | -15.6% | -0.2% | 3.2% | . | . | 21.1 | -20.6% | 0.4% | 15.4% | -17.3% | -0.8%
CC(=O)Nc1ccc(S(=O)(=O)NCc2nnnn2-c2ccc(F)cc2)cc1 | -0.2% | -3.3% | -5.2% | . | . | 0.5 | 9.9% | -0.5% | 4.2% | -16.0% | 4.6%
CCC(Sc1nc2ccccc2s1)C(=O)Nc1nnc(C)s1 (centres undefined) | -2.9% | -3.7% | 0.9% | ? | 1.2% | -3.9 | 1.5% | 1.2% | 3.2% | -2.7% | -8.0%
CC(=O)c1cccc(NC(=O)N(c2ccccc2)c2ccccc2)c1 | -3.9% | 5.2% | -0.1% | -9.9%[1.91 µM] | 0.3% | -3.1 | 11.1% | 3.1% | ? | 0.1% | .
COc1cccc(NC(=S)N2CCN(C/C=C/c3ccccc3)CC2)c1 | 13.5% | 5.5% | 2.4% | 10µM* | ? | -2.3 | 2.1% | -6.9% | ? | -1.0% | 0.1%
Cc1ccc(NC(=O)NC2C(NC(=O)Nc3ccc(C)cc3)N(C)C(=O)N2C)cc1 (centres undefined) | 5.0% | -0.3% | 2.8% | -26.0% | 5.1% | -0.6 | -4.0% | -2.6% | 0.4% | -1.8% | -1.9%
COc1ccc(C2=[N+]([O-])C(C)(C)N(O)C2C)cc1 (centres undefined) | 3.0% | 3.1% | -0.7% | 20.0% | -9.3% | 1.1 | 6.6% | -1.6% | 11.6% | -1.2% | -0.7%
c1ccc(-n2cnnc2SCc2cn3ccccc3n2)cc1 | -3.3% | -2.6% | 2.1% | 17.4% | -1.6% | 0.3 | 6.6% | -7.1% | -1.8% | -2.4% | -23.3%
CCCCCCN1C2=NCCCN2c2ccccc21 | -0.5% | -19.1% | -10.4% | 8.2% | 1.4% | . | -28.7% | -4.1% | ? | -1.3% | -1.9%
COc1ccc([C@@H]2CC=C(C(=O)O)[C@H](c3cccc(Cl)c3)N2S(=O)(=O)c2ccccc2C)cc1 | 10.4% | 0.1% | -1.9% | . | . | -3.9 | -0.6% | 0.0% | ? | -6.9% | -3.0%
CCCNC(=S)NCCN1CCCCC1 | -0.5% | -2.2% | 0.1% | -1.8% | -10.5% | 0.7 | -0.4% | 0.8% | ? | 6.1% | -3.1%
CC(=O)Nc1ccc(S(=O)(=O)NCCC(=O)OC(C)C(=O)NC2(C#N)CCCCC2)cc1 (centres undefined) | . | -0.2% | 3.5% | . | . | 0.9 | 4.3% | -0.3% | ? | 0.2% | 0.9%
COc1ccccc1NC(=O)N1CCCC1C(=O)Nc1ccc2c(c1)OCO2 (centres undefined) | -6.2% | -0.8% | -1.6% | 29.8% | 1.6% | 1.9 | 8.1% | 0.0% | 5.8% | 2.3% | -2.0%
CCOC(=O)CSc1nnc(CNC(=O)c2cccs2)n1-c1cc(C)ccc1C | 1.4% | 2.3% | -2.8% | 26.1% | 2.6% | 1.8 | -12.2% | 0.8% | 7.5% | -6.5% | -11.8%
O=C(COC(=O)c1ccc(O)cc1)Nc1ccccc1 | ? | -4.1% | 0.4% | 24.1% | 22.1% | 1.2 | -20.5% | -5.3% | ? | -2.7% | -3.2%
CC[C@]12c3[nH]c4cc(CCC(=O)N(C)C)ccc4c3CCN1C(=O)[C@@H](CC(=O)NCc1ccc(OC)c(OC)c1)C[C@@H]2C(=O)N1CCN(C(=O)c2ccco2)CC1 | . | . | 5.2% | . | . | . | 7.7% | . | 14.6% | 2.4% | 3.9%
O=C(O)c1sc2cc(C(F)(F)F)cnc2c1-c1cccs1 | 10.7µM* | -9.9% | -7.9% | 0.8% | 1.4% | -2.2 | 17.4% | 1.8% | -2.5% | -1.4% | -0.5%
O=C(COC(=O)COc1ccccc1)Nc1cccnc1Cl | . | . | 1.8% | . | . | . | -9.3% | . | 10.9% | 0.7% | -0.5%
COC(=O)N/N=C1/C/C(=N\NC(=O)OC)c2ccccc21 | -0.4% | 0.4% | -7.5% | -7.4% | 5.2% | -1.5 | -51.8% | 1.3% | ? | 2.8% | -9.3%
